HADH2 inh = qHTS Assay for Inhibitors of HADH2 (Hydroxyacyl-Coenzyme A Dehydrogenase, Type II); 3-hydroxyacyl-CoA dehydrogenase type-2 (Homo sapiens), Q99714; AID 886, 2007; actives 3.4% (n = 73,000); Potency, µM (series often up to 57.1 µM), for the others: at the top dose activity change, negative = inhibition, most hits filed as inhibitors; recombinant HADH2, NADH fluorescence, beta-hydroxybutyryl-CoA; also: potency is read from the fitted curve at half-maximal effect; % is scaled to controls: 0 for no effect and ±100 for the full control effect; nearly all actives have a fitted effect of over 60% in size; many of its hits are not listed in these tables
Target sequence (Q99714 whole entry, looked up, one chain of several): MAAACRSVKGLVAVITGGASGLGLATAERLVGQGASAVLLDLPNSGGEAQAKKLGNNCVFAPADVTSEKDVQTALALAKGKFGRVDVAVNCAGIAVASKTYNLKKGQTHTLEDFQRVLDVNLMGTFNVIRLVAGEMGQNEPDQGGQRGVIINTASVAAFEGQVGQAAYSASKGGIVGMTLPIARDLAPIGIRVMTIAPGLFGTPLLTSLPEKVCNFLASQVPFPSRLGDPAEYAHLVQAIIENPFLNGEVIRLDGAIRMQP
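E. coli-expressed His-tagged HADH2 tested at 20 nM in alkaline Tris buffer (pH 9.0); oxidation of 90 uM beta-hydroxybutyryl-CoA with 1 mM NAD+ tracked fluorimetrically for 4 min.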
Fluorescein autfl = qHTS Assay for Spectroscopic Profiling in Fluorescein Spectral Region. actives 0.91% (n = 59,000). max fluorescein-equivalent concentration, M. Compound autofluorescence, 480/540 nm, fluorescein-equivalent; stronger effect = higher value. AID 593, 2007; in the data active = max fluorescein-equivalent concentration above about 10 nM; inconclusive = between about 1.1 nM and that limit
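In this qHTS profile, compound fluorescence was measured with a 480 nm/540 nm filter pair following a 15-min room-temperature incubation in 100 mM Tris (pH 8.0). A six-point fluorescein series on each plate served for normalization.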
Hsp90 Hop PPI = qHTS Assay for Disrupters of an Hsp90 Co-Chaperone Interaction | Hsp90 C-terminal peptide / TPR2A (Hop) interaction, human | AlphaScreen TPR2A-His6 binding biotin-Hsp90 C-terminal peptide | Potency, µM (titrated, usually from 57 µM), for inactives: top-dose activity change, negative = inhibition | actives 0.44% (n = 71,000) | AID 595, 2007; active = well fitted curve in either direction with a large enough effect; inconclusive = small, poorly fitted or top-dose-only effect, or another doubt; also: potency is read from the fitted curve at half-maximal effect; % is scaled to controls: 0 for no effect and ±100 for the full control effect; many of its hits are not listed in these tables
Rhodamine fluor = qHTS Assay for Spectroscopic Profiling in Rhodamine Spectral Region; max dye-equivalent concentration, M; actives 0.05% (n = 59,000); Rhodamine-region fluorescence, 547/598 nm, Tris buffer; stronger effect = higher value; in the data active = max dye-equivalent concentration above about 11 nM; inconclusive = between about 1.1 nM and that limit
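Read-out is relative fluorescence at 547 nm excitation and 598 nm emission, expressed as dye-equivalent concentration using rhodamine standards on every plate. Each compound was profiled across a concentration series after 15 min in 100 mM Tris, pH 8.0.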
Texas Red fluor = qHTS Assay for Spectroscopic Profiling in Texas Red Spectral Region. Compound fluorescence, Texas Red channel, 547/618 nm; stronger effect = higher value. actives 0.06% (n = 59,000). max dye-equivalent concentration, M; in the data active = max dye-equivalent concentration above about 10 nM; inconclusive = between about 1.1 nM and that limit
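Compound fluorescence was read after 15 min at room temperature in 100 mM Tris, pH 8.0, using 547 nm excitation and 618 nm emission across a concentration series. It was expressed as Texas Red dye-equivalent concentration from an on-plate standard curve.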
Pol III holo inh = qHTS Assay for Inhibitors of DNA Polymerase III Holoenzyme System; reconstituted DNA polymerase III holoenzyme replication, biochemical; Potency, µM (doses to about 57.1 µM), inactives show at the top dose activity change, negative = inhibition; actives 0.25% (n = 71,000); AID 603, 2007; also: potency is read from the fitted curve at half-maximal effect; % is scaled to controls: 0 for no effect and ±100 for the full control effect
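Reconstituted *E. coli* holoenzyme (0.35 nM Pol III, 1 nM beta, 154 nM SSB, 2 nM primase) was preincubated with compound for 15 min at RT. Synthesis on 1.4 nM ssM13Gori ran 35 min, then was stopped with PicoGreen/EDTA and read as dsDNA fluorescence.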
HBB splice mod = qHTS Assay for Modulators of Hemoglobin Beta Chain Splicing. HBB splicing reporter cell assay, activation; EGFP reporter with mutant IVS2-654 intron; response scale: normalised to 500 nM splice-correcting PNA. Potency, µM (series often up to 46.1 µM), for inactives: at the highest dose activation, hits mostly activators. actives 0.06% (n = 65,000); also: potency is read from the fitted curve at half-maximal effect; 0% is about no effect
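HeLa cells stably expressing EGFP interrupted by mutant beta-globin intron 2 (IVS2-654), 500/well in 2% FCS. Treated with compound for 2 days at 37C. Splicing correction scored as total well GFP intensity (488 nm excitation, 500-520 nm emission); 500 nM antisense PNA served as control.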
Epigenetic mod = qHTS Assay for Epigenetic Modulators; mouse C127i GFP locus derepression, cytometry, 30 h; Potency, µM (highest dose often 46.1 µM), without a hit: at the top dose GFP derepression (activation); actives 0.09% (n = 68,000); AID 597, 2007; also: % of control where 0% means no effect
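Derepression screen: silenced CMV-GFP reporter in murine C127i cells, 30 h compound incubation at 37 C, washed cells imaged by laser-scanning cytometer to enumerate GFP-expressing objects of 20 to 120 um.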
ALOX15 inhib = qHTS Assay for Inhibitors of 15-hLO (15-human lipoxygenase); actives 1.4% (n = 74,000); Potency, µM (top dose mostly 57.1 µM), inactives show top-dose activity change, negative = inhibition, hits mostly inhibitors; purified 15hLO-1, xylenol orange hydroperoxide absorbance; AID 887, 2007; Polyunsaturated fatty acid lipoxygenase ALOX15 (Homo sapiens), P16050; also: potency is read from the fitted curve at half-maximal effect; % is scaled to controls: 0 for no effect and ±100 for the full control effect; nearly all actives have a fitted effect of over 55% in size
Target sequence (P16050 whole entry, looked up): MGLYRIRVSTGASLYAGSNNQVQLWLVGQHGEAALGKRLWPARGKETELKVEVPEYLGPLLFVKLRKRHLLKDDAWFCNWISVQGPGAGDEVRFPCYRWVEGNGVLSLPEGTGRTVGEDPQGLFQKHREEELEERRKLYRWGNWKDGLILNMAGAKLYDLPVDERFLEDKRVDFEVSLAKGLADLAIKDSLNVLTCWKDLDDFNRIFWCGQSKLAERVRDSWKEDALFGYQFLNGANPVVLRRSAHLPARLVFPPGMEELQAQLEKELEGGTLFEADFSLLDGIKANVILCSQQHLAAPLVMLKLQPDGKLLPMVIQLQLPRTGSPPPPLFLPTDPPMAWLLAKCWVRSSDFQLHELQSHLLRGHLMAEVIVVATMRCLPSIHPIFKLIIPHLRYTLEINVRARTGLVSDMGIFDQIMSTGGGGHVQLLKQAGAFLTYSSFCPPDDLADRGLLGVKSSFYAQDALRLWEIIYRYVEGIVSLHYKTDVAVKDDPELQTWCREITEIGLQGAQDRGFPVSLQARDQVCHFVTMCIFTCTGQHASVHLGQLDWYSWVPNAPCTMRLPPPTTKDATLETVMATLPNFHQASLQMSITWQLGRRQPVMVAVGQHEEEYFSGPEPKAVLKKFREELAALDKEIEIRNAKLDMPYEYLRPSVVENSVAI
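Purified human 15hLO-1 (40 nM final) in 25 mM Hepes pH 7.5, 0.01% Triton X-100 was preincubated with compound 15 min at room temperature, then reacted 6 min with 50 uM arachidonic acid; hydroperoxide detected by Fe-XO, 573/405 nm absorbance ratio.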
4-MU autofl = qHTS Assay for Spectroscopic Profiling in 4-MU Spectral Region; compound autofluorescence, 340/450 nm, 4-MU equivalents; stronger effect = higher value; max dye-equivalent concentration, M; actives 11% (n = 59,000); AID 589, 2007; in the data active = max dye-equivalent concentration above about 10 nM; inconclusive = mostly about 1.1 nM to 9.6 nM
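Compounds in 100 mM Tris, pH 8.0, incubated 15 min at room temperature, then fluorescence read at 340 nm excitation/450 nm emission. Signal converted to 4-MU dye-equivalent concentration using an on-plate six-point 4-MU standard curve.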
Ub-GFP proteasome = Ubiquitin-GFP Assay; Ubiquitin-GFP reporter cells, proteasome inhibition, GFP fluorescence; response scale: untreated = 0%, 10 µM MG-132 = 100%; Potency, µM (highest dose often 45.9 µM), for inactives: top-dose activation (GFP accumulation), usual class: activators; 67,000 tested, under 10 active; AID 526, 2006; active = well fitted activation curve with a large enough effect, not every such curve was filed as active; inconclusive = small, poorly fitted or top-dose-only effect, or another doubt; inactive = no such curve, though single readings can be large or run the other way; also: potency is read from the fitted curve at half-maximal effect
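GFP accumulation read-out: laser plate cytometry counting ubiquitin(G76V)-GFP-expressing U2OS cells after 4 hr compound exposure at 37 °C. Titrations spanned 46 uM to 2.9 nM; 0% = basal, 100% = 10 uM MG-132; concentration-response curves fitted.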
* marks the source's active call; other numbers are inactive results; i = inactive; ? = inconclusive; . = not tested or not shown; & = joins results of further samples; [ ] = dose if it differs, or a comment. Unless noted, calls follow the shape of the dose curve; as a rule, active = well fitted curve in the direction sought with a large enough effect; inconclusive = small, poorly fitted or top-dose-only effect, or another doubt; inactive = no such curve, though single readings can be large; an effect the other way counts as inactive or inconclusive. Some of the compounds tested (hit frequency here may not be typical).

SMILES | HADH2 inh | Fluorescein autfl | Hsp90 Hop PPI | Rhodamine fluor | Texas Red fluor | Pol III holo inh | HBB splice mod | Epigenetic mod | ALOX15 inhib | 4-MU autofl | Ub-GFP proteasome
COc1nc(NCC(C)C)nc(Oc2ccc(=O)n(-c3ccccc3)n2)n1 | 2% | . | 1% | . | . | -4% | -0.3% | 0% | 6% | . | 0%
CSC(=O)NC12CC3CC(CC(C)(C3)C1)C2 | -3% | . | -1% | . | . | 2% | -0.6% | 5% | 6% | . | -9%
Cc1cccc2cc3c(nc12)SC(=NCC1CCCO1)N(Cc1ccco1)C3 (stereo unspecified) | 10µM* | i | -15% | i | i | -22% | -0.5%[57.5 µM] | 3.2µM* | 10µM* | ? | 7%
CSc1nnc(-c2ccncc2)n1CCCN1CCCC1=O | 7% | i | ? | i | i | 0% | . | 1% | 15% | i | -1%
COc1cc(NS(=O)(=O)c2ccc(NC(=O)C3CCCO3)cc2)nc(OC)n1 (stereo unspecified) | -5% | i | -2% | i | i | -3% | 1.2% | -3% | -4% | i | -5%
CCCC(=O)Nc1ccc2nc(SCC(=O)Nc3nccs3)sc2c1 | -17% | i | -5% | i | i | -1% | -2.4% | 5% | -13% | i | 11%
NC(=O)c1ccccc1 | ? | ? | 0%&-7% | i | i | -1%&-4% | 0.1%&1.3% | -1% | -3% | i | 5%
CCCC(=O)N1CCN(c2ccc(C(=O)c3ccc(OC)c(Br)c3)cc2F)CC1 | 8% | . | 2% | . | . | -2% | -1.2% | -2% | 2% | . | 2%
Brc1cccc(-c2nnc3sc(CN4CCCCC4)cn23)c1 | 1% | i | -2% | i | i | -1% | 1.1% | -2% | 3% | i | 16%
CCN(CC)C(=O)CN(C#N)c1nc(NC(C)C)nc(NC(C)C)n1 | . | ? | . | i | i | . | . | -2%[20.6 µM] | . | i | .
CCCOc1c(OC)cccc1C1CC(=O)Nc2cc(OC)c(OC)c(OC)c21 (stereo unspecified) | -18% | ? | -7% | i | ? | -2% | 0.8% | 3% | -19% | i | 10%
COc1cc2cc(CN(C(=O)Nc3ccccc3)C3CCCC3)c(=O)[nH]c2cc1OC | -1% | ? | -4% | i | ? | -3% | -5.2% | 1% | -11% | 6.7e-08M* | 0%
COc1cc(-c2c(C#N)c(N)nc(SCc3ccncc3)c2C#N)cc(OC)c1OC | ? | ? | -4% | i | i | 11% | 1.0%[57.5 µM] | 0% | -9% | i | -3%
CS(=O)(=O)N1CCC[C@@]2(CCN(c3ncccn3)C2)C1 | 8% | i | 0% | i | i | -7% | 0.4% | -1%[9.22 µM] | -2% | i | -4%
CSCCC(N=Cc1c(O)n(-c2ccc(F)cc2)c(=O)[nH]c1=O)C(=O)O (stereo unspecified) | -3% | i | 0% | i | i | 4% | 0.6%[57.5 µM] | 2% | 5% | i | 7%
O=C(CN(C(=O)Cn1nnc(-c2ccc(F)cc2)n1)C1CCCC1)NC1CCCC1 | 12% | i | 0% | i | i | -18% | . | -2% | -6% | i | -3%
COCCCNC(=O)c1ccc2nc3ccccc3c(=O)n2c1 | ? | ? | -1% | i | i | -2% | 5.9% | -1% | 0% | 2.2e-06M* | -2%
CN1CCN(C(=O)Cn2c(=O)oc3cc(S(=O)(=O)NCc4ccccc4)ccc32)CC1 | 2% | . | -6% | . | . | -2% | 0.2% | 0% | 2% | . | 3%
CC(=O)c1c(C)[nH]c(C(=O)OCn2nnc3ccccc3c2=O)c1C | 4% | ? | -3% | i | ? | -5% | -0.7% | 1% | -6% | i | -3%
O=c1c2[nH]c3ccc(F)cc3c2ncn1CCCN1CCOCC1 | -22% | i | 0% | i | i | -2% | 0.3%[1.84 µM] | -2% | 2% | ? | 6%
CCOC(=O)c1ccc(OC(=O)CCCCCN=C(N)N)cc1 | -7% | ? | -2% | i | i | -3% | 0.7%[20.6 µM] | -1% | -2%&11%[25.6 µM] | i | -5%
C/C=C(\C)CN1CCN(c2cc(C)ccc2C)CC1 | 5% | . | 1% | . | . | -5% | 1.2%[9.22 µM] | -4% | -2% | . | 18%
CC(=O)Nc1sc2c(c1C#N)CCCCC2 | 11% | i | 3% | i | i | -1% | . | -1% | -10% | i | 2%
CC1CC(C)CN(S(=O)(=O)c2cccc3cccnc23)C1 (stereo unspecified) | -3% | . | 4% | . | . | -13% | -0.8% | . | 1% | . | 9%
c1ccc(CN2CCN(CCN3CCn4c3nc3ccccc34)CC2)cc1 | -2% | ? | -5% | i | i | -1% | . | 1% | 20% | i | 0%
(cont.)
SMILES | HADH2 inh | Fluorescein autfl | Hsp90 Hop PPI | Rhodamine fluor | Texas Red fluor | Pol III holo inh | HBB splice mod | Epigenetic mod | ALOX15 inhib | 4-MU autofl | Ub-GFP proteasome
O=C(Oc1cccnc1)c1ccco1 | . | i | . | i | i | . | . | 0%[20.6 µM] | . | i | .
O=C1CCCc2nc(N3CCc4ccccc43)ncc21 | 0% | i | 4% | i | ? | -4% | 0.6%[57.5 µM] | 0% | -8% | 5.5e-08M* | 5%
COC(=O)c1ccc(C2/C(=C(\O)c3cccc(OC)c3)C(=O)C(=O)N2CCCN(C)C)cc1 (stereo unspecified) | . | i | . | i | i | . | . | -2%[20.6 µM] | . | i | .
O=C(CN1C(=O)CCS(=O)(=O)c2ccccc21)Nc1cccc(F)c1 | 3% | i | -3% | i | i | -4% | -0.9% | 2% | -5% | ? | 8%
COc1cccc(Nc2ncc3nc(-c4cccs4)c(=O)n(CCC#N)c3n2)c1 | -5% | ? | -2% | i | i | -8% | 6.5% | ? | -7% | i | 6.3µM*
CCCCn1c(CCC(=O)O)ccc1-c1cccs1 | -23% | . | -7% | . | . | -14% | 0.7% | 0% | ? | . | -3%
CSCCC(NC(=O)C1CCC(C)CC1)C(=O)NCCN1CCOCC1 (stereo unspecified) | -1% | ? | -2% | i | i | 14% | -3.8% | -1% | 11% | 2.1e-08M* | -8%
CCCn1c(SCC(=O)N2CCN(c3ccc(OC)cc3)CC2)nc2c1c(=O)n(C)c(=O)n2C | 7% | i | -5% | i | i | -8% | . | 0% | 0% | i | -2%
N#Cc1cccc(-c2nccc(NCc3cccnc3)n2)c1 | 12% | ? | 6% | i | i | -14% | -1.1% | 0%[9.22 µM] | ? | i | -5%
Cc1ccc(SC(C)C(=O)Nc2ncn[nH]2)cc1 (stereo unspecified) | -3% | i | -8% | i | i | -1% | 1.0% | 0% | 36%[activator] | i | -1%
COc1ccc(CCNC(=O)CN2C(=O)c3ccccc3S2(=O)=O)cc1 | -17% | i | 2% | i | i | -2% | -0.3% | 3% | -4% | i | -1%
CCn1c(SCC(=O)N2CCc3ccccc32)nnc1-c1c[nH]c2ccccc12 | 14% | i | -1% | i | ? | -3% | -1.2% | 6% | -11% | i | -4%
CN1CCN(Cc2c(O)ccc3occ(C(=O)c4ccccc4)c23)CC1 | -3% | . | -2% | . | . | -3% | -3.7% | -2% | -3% | . | -9%
COc1ccc(-c2noc(-c3ccccc3F)n2)cc1 | 15% | . | ? | . | . | 0% | -1.5% | 8% | -3% | . | -6%
COc1ccc(CCNC(=O)CCCCn2c(=O)[nH]c3ccccc3c2=O)cc1OC | 9% | i | -7% | i | ? | -6% | -1.5% | 4% | 7% | i | -2%
CCC(C)(C)n1nnnc1CN(Cc1cccs1)Cc1cc2cc(OC)ccc2[nH]c1=O | -2% | i | -2% | i | i | -2% | -0.2%[57.5 µM] | -2% | ? | 5.1e-08M* | -4%

Grouped by structure, those above containing a furan ring, fused or not
SMILES | HADH2 inh | Fluorescein autfl | Hsp90 Hop PPI | Rhodamine fluor | Texas Red fluor | Pol III holo inh | HBB splice mod | Epigenetic mod | ALOX15 inhib | 4-MU autofl | Ub-GFP proteasome
Cc1cccc2cc3c(nc12)SC(=NCC1CCCO1)N(Cc1ccco1)C3 (stereo unspecified) | 10µM* | i | -15% | i | i | -22% | -0.5%[57.5 µM] | 3.2µM* | 10µM* | ? | 7%
O=C(Oc1cccnc1)c1ccco1 | . | i | . | i | i | . | . | 0%[20.6 µM] | . | i | .
CN1CCN(Cc2c(O)ccc3occ(C(=O)c4ccccc4)c23)CC1 | -3% | . | -2% | . | . | -3% | -3.7% | -2% | -3% | . | -9%
